Screening data: PubChem BioAssay, several laboratories
Runt-CBFb FRET = blocks binding of human RUNX1 Runt domain to CBFb | Q01196+Q13951 | Cerulean-Runt/Venus-CBFb FRET ratio 530/480, 1 h | inhibition, % at 20 µM | 220,000 compounds, 0.46% hits | AID 1496;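 active = inhibition over about 50% at 20 µM in the single-dose screen, limit read from the data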;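 also: 0% = DMSO wells and 100% = excess unlabeled CBFb competitor control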
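Doses: 20 µM compound in 1% DMSO | Material: Cerulean-labeled Runt domain protein | Amount: Each fluorescent fusion protein 100 nM | Schedule: Two 1 h room-temperature incubations shielded from light | Measured by: FRET fluorescence | Evaluation: Loss of energy transfer signal | Controls: Unlabeled CBFb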
Tb hexokinase = T. brucei hexokinase 1 inhibition | recombinant TbHK1, G6PDH-coupled NADH A340 | inhibition, % at 10 µM | 220,000 compounds, 0.11% hits | AID 1430;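 active = inhibition of 50% or more in the single-dose primary screen; inactive = inhibition below 50%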
p47phox inh = blocks human p47phox regulatory protein of NADPH oxidases; p47phox/p22phox peptide binding, fluorescence polarization, 2 h; inhibition, % at 24.7 µM; 220,000 compounds, 0.53% hits; AID 1274;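 active = inhibition above about 30%, limit read from the data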;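 also: 0% = p47phox with labelled peptide and 100% = labelled peptide alone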
RBBP9 inhibitor = inhibitors of human serine hydrolase RBBP9; O75884; recombinant RBBP9, FP-Rh probe fluorescence polarization; inhibition, % at 7.94 µM; 220,000 compounds, 0.2% hits; AID 1515;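 active = inhibition above the campaign mean of all tested compounds plus 3 SD, cut at about 14% in these data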;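 also: plate controls were DMSO wells with RBBP9 for no effect and wells lacking RBBP9 protein for full effect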
Target sequence (O75884 whole entry, looked up): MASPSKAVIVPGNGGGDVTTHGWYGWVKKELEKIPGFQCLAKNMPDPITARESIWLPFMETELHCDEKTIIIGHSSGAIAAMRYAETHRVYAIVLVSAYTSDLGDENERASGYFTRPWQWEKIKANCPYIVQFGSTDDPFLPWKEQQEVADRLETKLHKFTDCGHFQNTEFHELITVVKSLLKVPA
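Assay system: recombinant human RBBP9; Reagent: Serine-hydrolase probe FP-Rh, 375 nM pre-mixing; Doses: 7.94 µM single dose, 0.794% DMSO; Incubation: 30 min then 45 min, 25 °C; Detection: fluorescence polarization (mP), excitation 525 nm, emission 598 nm; Evaluation: percent inhibition from mP, scaled between DMSO and no-protein wells.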
Runt-SMMHC FRET = inhibitors of human RUNX1 Runt domain binding to CBFb-SMMHC; Q01196+Q13951; Cerulean-Runt/Venus-CBFb-SMMHC FRET ratio 530/480, 1 h; inhibition, % at 20 µM; 220,000 compounds, 0.74% hits; AID 1434;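 active = mean inhibition across duplicate retests at 20 µM reaching about 50%, limit read from the data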;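 also: 0% = DMSO wells and 100% = wells with excess untagged CBFb-SMMHC; inhibitors lower the FRET ratio by blocking Runt binding to CBFb-SMMHC; some results filed as inactive read as strong as hits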
p97 inhibitor = blocks human p97 ATPase activity. inhibition, % at 8 µM. P55072. AID 1481. recombinant p97 ATPase, Kinase-Glo ATP luminescence, 3 h. 220,000 compounds, 0.42% hits; in the data active = inhibition above about 15%;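 also: 0% = DMSO vehicle and 100% = wells lacking enzyme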
EBV gp42 block = inhibitors of Epstein-Barr virus glycoprotein 42; Q1HVG2; Fluorescence polarization binding assay, mP read-out; inhibition, % (tested at 21.74 µM); 220,000 compounds, 0.42% hits; in the data active = inhibition above about 50%
Target sequence (Q1HVG2 whole entry, looked up): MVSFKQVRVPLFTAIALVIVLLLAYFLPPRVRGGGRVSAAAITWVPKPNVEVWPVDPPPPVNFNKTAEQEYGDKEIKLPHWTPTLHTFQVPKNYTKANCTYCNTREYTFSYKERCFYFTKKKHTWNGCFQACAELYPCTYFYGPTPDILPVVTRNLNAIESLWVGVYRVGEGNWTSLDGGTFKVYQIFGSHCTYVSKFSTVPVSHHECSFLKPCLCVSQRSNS
Furin inhibitor = human furin inhibition; P09958; AID 463115; purified furin, fluorogenic substrate cleavage; inhibition, % at 30 µM; 220,000 compounds, 0.061% hits; in the data active = inhibition above about 25%; also: inactives centre near -15
Target sequence (P09958 108-714 limits assumed): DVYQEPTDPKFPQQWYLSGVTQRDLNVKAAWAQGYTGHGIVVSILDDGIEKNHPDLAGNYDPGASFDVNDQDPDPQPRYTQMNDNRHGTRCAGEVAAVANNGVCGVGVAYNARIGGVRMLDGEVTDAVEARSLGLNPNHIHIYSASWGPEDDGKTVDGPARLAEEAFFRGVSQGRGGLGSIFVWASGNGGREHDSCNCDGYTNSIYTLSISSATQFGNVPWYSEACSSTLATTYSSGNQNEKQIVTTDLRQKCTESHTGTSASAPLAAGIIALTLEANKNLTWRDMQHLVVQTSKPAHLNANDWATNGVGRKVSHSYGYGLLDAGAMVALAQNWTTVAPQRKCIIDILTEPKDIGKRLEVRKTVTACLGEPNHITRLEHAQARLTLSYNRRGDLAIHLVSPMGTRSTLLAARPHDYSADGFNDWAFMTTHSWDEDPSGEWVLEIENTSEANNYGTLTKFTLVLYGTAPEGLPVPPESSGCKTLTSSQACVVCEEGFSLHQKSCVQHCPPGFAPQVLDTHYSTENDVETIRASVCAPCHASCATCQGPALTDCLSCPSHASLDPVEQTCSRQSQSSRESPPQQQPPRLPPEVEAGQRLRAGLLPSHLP
Calpain2 inh = blocks pig calpain II enzyme activity; inhibition, % at 16 µM; 220,000 compounds, 0.37% hits; purified calpain II, fluorogenic peptide substrate, 30 min;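 active = inhibition above about 50%, limit read from the data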
* = called active by the depositor; · = no result given; [ ] = dose if it differs, or a comment. The order is random. About 2.7% of those tested had a hit in this group.

SMILES	Runt-CBFb FRET	Tb hexokinase	p47phox inh	RBBP9 inhibitor	Runt-SMMHC FRET	p97 inhibitor	EBV gp42 block	Furin inhibitor	Calpain2 inh
NS(=O)(=O)c1ccc(CCNC(=O)CN2CCN(c3ccccc3O)CC2)cc1	-1	-1	-5	-5	2	-2	-13	-13	-27
NC(=O)[C@@H]1CCCN1Cc1nc(-c2cccs2)no1	1	-6	-4	-4	0	-2	0	-18	-11
O=C(CNCCC1=CCCCC1)Nc1ccc(N2CCCCCC2)cc1	-1	17	15	0	-1	-8	-2	-4[20 µM]	13
Cc1nc2ccccn2c1C(=O)NCc1cccnc1	0	10	4	-15	-2	-6	0	0	-11
COc1cccc(Nc2nnc(SCC(=O)Nc3sccc3C(N)=O)s2)c1	7	-2	-35	-6	-6	2	15	-10	-23
OC(COCc1ccc(Cl)cc1)CN1CCc2ccccc2C1 (centres undefined)	-2	10	-9	0	4	-1	-9	-29	-5
O=C1CC(C(F)(F)C(F)(F)C(F)(F)C(F)F)=Nc2ccccc2N1	-2	1	-1	-1	-1	-4	-15	-14	-40
COC(=O)C1=C(C)NC(C)=C(C(=O)OC)C1c1ccc(-c2cccc([N+](=O)[O-])c2)o1	18	-13	-16	-3	2	1	2	-13	-15
CCN(CC)C(=O)CSCc1cnn(-c2ccccc2)c1-n1cccc1	4	-1	-15	5	-2	0	-20	-11[20 µM]	1
Cc1cc(NC(=O)CCN2C(=O)/C(=C/c3ccccc3F)SC2=S)no1	2	-1	-3	-5	0	-3	-3	-12	39
O=C(c1cc2ccccc2o1)N1CCC(N2CCC(C(=O)N3CCCC3)CC2)CC1	0	8	-19	-6	4	-6	-7	-1	25
COc1ccc(N2CCN(C(CNC(=O)OCc3ccccc3)c3ccco3)CC2)cc1 (centres undefined)	-4	-2	-7	1	-4	-1	-14	-15	24
CCCn1c(N)c(C(=O)CSc2nc3ccccc3c(=O)n2-c2ccc(OC)cc2)c(=O)[nH]c1=O	-2	-8	-15	1	-3	6	-10	-19	23
CCn1ncc(C2=NOC(C(=O)Nc3cccnc3)C2)c1C (centres undefined)	-1	2	-18	-6	-2	4	-8	-23	-14
COc1ccccc1N1C(C)=CC(=C(C#N)c2nc3ccccc3s2)C=C1C	-132	3	-13	-8	-29	3	164*	-12	-43
O=C(COC(=O)c1ccc(O)cc1)NCCC1=CCCCC1	-1	1	-11	-5	1	0	-3	-18	-20
COc1cc(C)c(C(C)C)cc1S(=O)(=O)N1CCOCC1	0	1	-12	-5	1	1	-20	-9	-3
COc1ccc(CCNCC(O)c2ccccc2)cc1 (centres undefined)	0	6	1	-2	0	5	-1	-25	-10
CN1CCN(C(=O)CSc2nc3ccc(NC(=O)c4ccccc4F)cc3s2)CC1	-1	-12	-4	-3	-2	4	-11	-13	-5
CCOC(=O)c1cc(NC(=O)COC)ccc1O	2	2	-1	-9	-4	5	-5	-12	-4
CCOc1ccccc1N1CCN(CC(=O)N(CC(C)C)c2c(N)n(CC(C)C)c(=O)[nH]c2=O)CC1	1	3	3	-7	6	-1	25	-12	24
CN(Cc1nc2ccc(F)cc2[nH]1)Cc1nc(CC2CC2)no1	0	-5	-10	-10	0	4	-20	-26	-25
Nc1cccc(C(=O)Nc2ccco2)c1	2	-3	-15	3	0	6	-4	-19[20 µM]	5
COc1ccc(-c2nnc(SCc3ccccc3F)o2)cc1OC	-4	2	12	-11	-4	-3	-1	-18	-25
N#Cc1c(NC(=O)c2ccccc2)sc2c1CCC2	5	-8	-28	-6	4	-11	-12	-1[20 µM]	-45
Oc1c(CN2CCN(c3ccccn3)CC2)cc(Cl)c2cccnc12	-2	-6	-3	4	-14	2	-18	-20	16
CCCCCNCc1ccc(OCc2ccc(Cl)nc2)c(OC)c1	1	10	1	-8	4	-6	-4	-7	19
CC(C)Oc1ccc(C(=O)Nc2ccccc2N2CCOCC2)cc1	-1	-3	-5	-6	2	-2	-6	-18	5
CCOC(=O)c1nnn(CC(=O)Nc2cccc(Cl)c2C)c1C(=O)OCC	2	-6	-1	3	1	-4	-5	-12[20 µM]	2
Cn1cc(C(N)=O)c2ccccc21	0	0	10	-3	-1	0	-17	-24	12
CC(=O)NN1C(=O)/C(=C\c2ccc(C)cc2)SC1=S	8	-10	-10	1	0	4	-23	-1[20 µM]	-2
COc1cccc(C2C(C(=O)OC(C)C)=C(C)Nc3ncnn32)c1 (centres undefined)	1	0	-17	-5	3	0	-12	-21	-5
N#Cc1ccc(C(=O)OCC(=O)Nc2ccc(N3CCOCC3)cc2)cc1	-1	-3	-2	-10	2	-6	3	-18	-6
Cc1nonc1CN(C)C(=O)CC1C(=O)NCCN1Cc1ccc(F)c(F)c1 (centres undefined)	0	-4	-18	-9	-1	2	7	-37	-34
CCOC(=O)N1CCN(C(=O)CN(C2CCCCC2)S(=O)(=O)c2ccc(C)cc2)CC1	-3	1	-8	-4	0	-1	-9	-10[20 µM]	-14
CCOC(=O)C(C)Oc1cccc2c(=O)n(CC(=O)Nc3ccc(OCC)cc3)ccc12 (centres undefined)	-6	-2	7	1	0	8	-2	-31	11
c1ccc(-c2nc(C3CCCCC3)no2)cc1	-2	9	-6	-5	-2	4	2	-21[20 µM]	12
COc1ccc(-n2c(=S)[nH]c3sc4c(c3c2=O)CCN(C)C4)cc1	14	-39	-8	4	39	3	-11	-11	12
COc1ccc(/C=N/n2c(-c3cccs3)n[nH]c2=S)cc1	6	-4	-13	-9	12	-1	-20	-24[20 µM]	14
C/C(=N\NC(=S)Nc1cccc(C)c1)c1cc2ccccc2o1	2	-22	-5	-6	4	2	-7	1	34

Rewritten with bars between the fields: 3 of the compounds above.
structure | Runt-CBFb FRET | Tb hexokinase | p47phox inh | RBBP9 inhibitor | Runt-SMMHC FRET | p97 inhibitor | EBV gp42 block | Furin inhibitor | Calpain2 inh
CN(Cc1nc2ccc(F)cc2[nH]1)Cc1nc(CC2CC2)no1 | 0 | -5 | -10 | -10 | 0 | 4 | -20 | -26 | -25
COc1cc(C)c(C(C)C)cc1S(=O)(=O)N1CCOCC1 | 0 | 1 | -12 | -5 | 1 | 1 | -20 | -9 | -3
COc1ccc(-n2c(=S)[nH]c3sc4c(c3c2=O)CCN(C)C4)cc1 | 14 | -39 | -8 | 4 | 39 | 3 | -11 | -11 | 12

Next entries:
SMILES	Runt-CBFb FRET	Tb hexokinase	p47phox inh	RBBP9 inhibitor	Runt-SMMHC FRET	p97 inhibitor	EBV gp42 block	Furin inhibitor	Calpain2 inh
Cc1cc(N2CCN(C)CC2)nc(-c2ccccc2O)n1	0	-10	5	-11	3	3	0	-16	3
O=C(CCn1c(=O)[nH]c2ccccc2c1=O)NCCCN1CCN(c2cccc(Cl)c2)CC1	2	0	-12	-15	6	-3	3	-21	-13
CCOC(=O)C1CCCN(C(=O)c2cc3c(-c4cccc(OC)c4)nn(C)c3s2)C1 (centres undefined)	-6	-6	-7	-9	-1	-4	-18	-19[20 µM]	-40
CC(=O)c1ccc(N(C(=O)Cn2nnc3ccccc32)C(C(=O)NC2CCCCC2)c2cn(C)nc2C)cc1 (centres undefined)	-1	-6	-8	-2	-3	-1	-1	-14[20 µM]	-29
COc1ccc(NC(=O)OCC(C)C)cc1OC	1	-7	-15	-8	0	0	-8	-25[20 µM]	4
Cc1cc(C(=O)N2CCCC(C(=O)c3cc(F)ccc3F)C2)c(C)o1 (centres undefined)	1	6	2	-2	-1	3	-7	-25	-15
CCn1c(SCC(=O)Nc2ccc(OC)c(OC)c2)nnc1-c1c[nH]c2ccccc12	0	7	-2	-4	-2	11	-12	-25	-17
NS(=O)(=O)c1ccc(-c2ccc(C=O)o2)cc1	-1	-62	-2	-2	-4	7	-18	-9	-26
CCc1ccc(NC(=S)N(CCN2CCOCC2)Cc2ccccc2F)cc1	0	0	-17	-9	0	1	-12	-1	3
CCn1c(/C=C/c2ccccc2[N+](=O)[O-])nc2ccccc2c1=O	0	-21	·	-5	2	-1	-2	-15	24

Gathered by group: those above with a cyano group (three)
SMILES	Runt-CBFb FRET	Tb hexokinase	p47phox inh	RBBP9 inhibitor	Runt-SMMHC FRET	p97 inhibitor	EBV gp42 block	Furin inhibitor	Calpain2 inh
COc1ccccc1N1C(C)=CC(=C(C#N)c2nc3ccccc3s2)C=C1C	-132	3	-13	-8	-29	3	164*	-12	-43
N#Cc1c(NC(=O)c2ccccc2)sc2c1CCC2	5	-8	-28	-6	4	-11	-12	-1[20 µM]	-45
N#Cc1ccc(C(=O)OCC(=O)Nc2ccc(N3CCOCC3)cc2)cc1	-1	-3	-2	-10	2	-6	3	-18	-6

Further structures:
SMILES	Runt-CBFb FRET	Tb hexokinase	p47phox inh	RBBP9 inhibitor	Runt-SMMHC FRET	p97 inhibitor	EBV gp42 block	Furin inhibitor	Calpain2 inh
CCOC(=O)c1c(NC(=O)Cn2nc(C(=O)O)c3ccccc3c2=O)sc2c1CCC(C)C2 (centres undefined)	-5	-17	-28	-3	-4	3	-23	-26	-43
CC(=O)Nc1ccc(-c2csc(Nc3ccccn3)n2)cc1	0	-14	-12	2	-4	4	-22	-7	-7
CN1CCN(C(=S)Nc2cccc(Cl)c2)CC1	0	-1	-8	-7	-1	1	-12	-9	-11
Cc1ccc(NC(=O)COC(=O)c2ccc3c(c2)NC(=O)C2CCCN32)cc1 (centres undefined)	-9	-17	-39	-15	-9	5	-34	-26	-207
COc1ccc(NC(=O)CCS(=O)(=O)c2ccccc2)c(OC)c1	-1	3	-1	-2	5	1	-2	-26[20 µM]	17
Cc1cccc(C)c1NC(=O)N1CCC(N2CCCCC2)CC1	-1	2	-12	-4	-2	3	5	-20	-11
Cc1ccc2oc(-c3cccc(NC(=O)Cn4cnc5c(=O)n(C)c(=O)n(C)c54)c3)nc2c1	-2	-21	-29	-12	-1	-1	-4	-5	-295
COc1ccc(NC(=S)/N=C(\N)Nc2nc(C)c3ccc(C)cc3n2)cc1	3	-19	2	2	-7	-1	-3	-19	-110
Cc1cc(N2CCOCC2)ccc1/C=C1\NC(=O)N(CC(=O)Nc2ccc(F)cc2)C1=O	-10	-5	13	-5	-27	-2	-5	-13	-19
Cc1ccc(C(C)C)c(OCCn2c(=O)oc3ccccc32)c1	-4	2	-2	-9	6	-4	-3	-18[20 µM]	11
CCC1Sc2ccccc2N(CC(=O)NCCC(C)C)C1=O (centres undefined)	-2	7	-7	1	-7	1	7	-14	-18
Cc1occc1-c1nnc(SCC(=O)N2CCN(c3ccccc3)CC2)n1C	1	3	-12	-4	-1	2	-6	-18	17
CCOc1ccc(NC(=O)C(=O)NCc2ccncc2)cc1	1	3	-3	-2	-2	2	-2	-22	-31
COC(=O)CC[C@@H](C(=O)O)N1C(=O)c2ccccc2C1=O	3	1	-13	-7	4	4	-2	-10	-7
COc1ccc(-c2csc(Nc3cccnc3)n2)cc1OC	-1	-2	-10	-4	1	2	5	-16[20 µM]	-32
COc1cccc(NC(=O)CNC(=O)c2ccc(F)cc2)c1	-1	4	4	-3	1	3	-6	-20[20 µM]	-2
COc1ccc(Cn2cccc(NC(=O)Nc3cccc(C#N)c3)c2=O)cc1	-2	-19	2	-7	-1	-7	-10	-14[20 µM]	-48
C/C(=N\NC(=O)CSCc1ccc([N+](=O)[O-])cc1)c1cccc(Br)c1	-3	-3	-4	-2	0	3	-8	-26	-9
O=C1CNC(=O)/C1=C\N1CCCCC1	2	-3	-12	-3	1	6	-7	-20	-24
CCc1ccc(NC(=S)N(CCCN2CCOCC2)Cc2ccccn2)cc1	-1	17	-10	-10	-8	2	-9	-2	2
Nc1ccc(CSc2ccc(Cl)cc2)cc1	0	5	-4	1	-6	-2	6	-15	2
